High-throughput results: PubChem, Broad Institute
NFkB binder: binders of human NF-kappa-B p105. P19838. calls only. 17,000 compounds, 1.3% hits. Small molecule microarray, anti-His fluorescence binding;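 active = spot fluorescence over background significantly raised, with a chance value under 7% in all four replicate spots of the compound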;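 note: probe protein is his-tagged human p50 processed subunit at 1 µg/ml; raw spot fluorescence signals with no normalization applied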
Target sequence (P19838 1-433 limits assumed): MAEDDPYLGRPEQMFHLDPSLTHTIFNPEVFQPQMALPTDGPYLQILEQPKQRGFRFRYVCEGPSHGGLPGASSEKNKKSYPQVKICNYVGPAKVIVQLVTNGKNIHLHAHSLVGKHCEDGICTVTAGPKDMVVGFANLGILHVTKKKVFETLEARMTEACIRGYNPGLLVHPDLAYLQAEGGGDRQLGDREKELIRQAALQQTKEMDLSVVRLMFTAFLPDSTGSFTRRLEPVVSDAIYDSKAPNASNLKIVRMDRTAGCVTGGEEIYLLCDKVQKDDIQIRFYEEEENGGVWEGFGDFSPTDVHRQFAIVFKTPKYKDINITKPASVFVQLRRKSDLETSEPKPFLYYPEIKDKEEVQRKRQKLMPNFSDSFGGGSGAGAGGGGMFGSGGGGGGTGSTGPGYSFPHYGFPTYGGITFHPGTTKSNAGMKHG
Calls only; i = inactive; + = active, no number. These rows are one share of the data. The share of hits here may be higher or lower than overall.

SMILES | NFkB binder
Cc1noc(C)c1S(=O)(=O)N(C)C[C@@H]1Oc2c(NC(=O)C3CCOCC3)cccc2C(=O)N([C@H](C)CO)C[C@@H]1C | i
CC(C)NC(=O)N(C)C[C@@H]1OCCCC[C@@H](C)Oc2ccc(NC(=O)Nc3ccc(C(F)(F)F)cc3)cc2C(=O)N([C@@H](C)CO)C[C@H]1C | i
C[C@@H]1CN([C@H](C)CO)C(=O)Cc2cc(NC(=O)NC3CCCCC3)ccc2O[C@H]1CN(C)C(=O)Nc1ccc2c(c1)OCO2 | i
C[C@@H]1CN([C@H](C)CO)C(=O)c2cccc(NC(=O)Nc3ccc(F)cc3)c2O[C@H]1CN(C)Cc1ccc(C(=O)O)cc1 | i
COc1ccc(-c2cn(CCNC(=O)[C@H](Cc3ccccc3)NS(=O)(=O)c3ccc(C)cc3)nn2)cc1OC | i
CCCN(C)C[C@H]1OCCCC[C@@H](C)Oc2ccc(NS(=O)(=O)c3ccc(OC)cc3)cc2C(=O)N([C@H](C)CO)C[C@@H]1C | i
CC(Oc1ccc(C(=O)NC2CCCCC2)cc1)C(=O)Nc1ccccc1C(F)(F)F (stereo not given) | i
C[C@@H]1CN([C@@H](C)CO)C(=O)CCCn2cc(nn2)CO[C@@H]1CN(C)C(=O)Nc1cccc2ccccc12 | i
O=c1c2ccccc2nc(SCc2cccc3nsnc23)n1-c1ccccc1 | i
COc1ccc(S(=O)(=O)Nc2ccc3c(c2)C(=O)N([C@H](C)CO)C[C@@H](C)[C@H](CN(C)CC2CC2)O3)cc1 | i
Cc1noc(C)c1S(=O)(=O)Nc1ccc2c(c1)C(=O)N([C@@H](C)CO)C[C@H](C)[C@@H](CN(C)C(=O)NC(C)C)OCCCC[C@@H](C)O2 | i
C[C@H](CO)N1C[C@H](C)[C@H](CN(C)S(=O)(=O)c2cn(C)cn2)Oc2ccc(NC(=O)Nc3cccc4ccccc34)cc2CC1=O | i
CC(C)NC(=O)[C@@]1(C)c2ccccc2C(=O)N(Cc2ccccc2)[C@H]1c1ccc(CO)cc1 | i
C[C@H](CO)N1C[C@H](C)[C@H](CN(C)C(=O)NC2CCCCC2)Oc2ncc(/C=C/c3ccccc3)cc2C1=O | i
C[C@@H]1CN([C@@H](C)CO)C(=O)c2cc(NC(=O)C3CC3)ccc2O[C@H]1CN(C)Cc1ccc(C(F)(F)F)cc1 | i
C[C@H]1CN([C@@H](C)CO)C(=O)c2cccc(NS(=O)(=O)c3ccccc3)c2O[C@H]1CN(C)Cc1ccc(Cl)c(Cl)c1 | i
Cc1noc(C)c1NC(=O)Nc1ccc2c(c1)CC(=O)N([C@@H](C)CO)C[C@@H](C)[C@H](CN(C)S(=O)(=O)c1cccs1)O2 | i
Cc1noc(C)c1S(=O)(=O)N(C)C[C@@H]1Oc2ccc(NC(=O)NC(C)C)cc2CC(=O)N([C@@H](C)CO)C[C@H]1C | i
C[C@@H]1CN([C@@H](C)CO)C(=O)c2cc(NS(=O)(=O)c3cn(C)cn3)ccc2O[C@H]1CN(C)C(=O)Nc1ccc(F)cc1 | i
C[C@@H]1CN([C@H](C)CO)C(=O)CCCn2cc(nn2)CO[C@@H]1CN(C)C(=O)CCC(F)(F)F | i
O=C(CSc1n[nH]c(-c2ccco2)n1)N1c2ccccc2Sc2ccccc21 | i
C[C@H]1CN([C@@H](C)CO)C(=O)Cc2cc(NC(=O)Cc3ccccc3)ccc2O[C@@H]1CN(C)C(=O)NC1CCCCC1 | i
Cc1noc(C)c1NC(=O)Nc1cccc2c1O[C@H](CN(C)S(=O)(=O)c1ccc(Cl)cc1)[C@@H](C)CN([C@@H](C)CO)C2=O | i
COc1ccc(S(=O)(=O)Nc2cccc3c2O[C@H](CN(C)S(=O)(=O)c2cn(C)cn2)[C@@H](C)CN([C@H](C)CO)C3=O)cc1 | i
C#Cc1ccc([C@H]2C=C(C(=O)NCc3ccccc3)O[C@@H](OCC)[C@@H]2CCCO)cc1 | i

(cont.)
SMILES | NFkB binder
Cc1noc(C)c1S(=O)(=O)N(C)C[C@H]1OCCCC[C@H](C)Oc2ccc(NC(=O)CCC(F)(F)F)cc2C(=O)N([C@@H](C)CO)C[C@@H]1C | i
CC(C)NC(=O)Nc1cccc2c1O[C@H](CN(C)Cc1ccc(C(F)(F)F)cc1)[C@H](C)CN([C@@H](C)CO)C2=O | i
C[C@@H]1CN([C@@H](C)CO)C(=O)c2cc(NS(C)(=O)=O)ccc2O[C@@H](C)CCCCO[C@@H]1CN(C)C(=O)Cc1ccccc1 | i
C[C@H](CO)N1C[C@H](C)[C@H](CN(C)C(=O)Nc2ccc(F)cc2)Oc2ccc(NC(=O)Cc3ccccc3)cc2CC1=O | i
C[C@@H]1CN([C@H](C)CO)C(=O)CCCn2cc(nn2)CO[C@@H]1CN(C)C(=O)Nc1cccc(Oc2ccccn2)c1 | i
C[C@@H]1CN([C@H](C)CO)C(=O)c2cc(NC(=O)Nc3ccc(F)cc3)ccc2O[C@@H]1CN(C)C(=O)NC1CCCCC1 | i
COc1cccc2c1C(=O)c1c(O)c3c(c(O)c1C2=O)CC(O)(C(=O)CO)CC3OC1CC(N)C(O)C(C)O1 (stereo not given) | i
C[C@H](CO)N1C[C@H](C)[C@@H](CN(C)C(=O)Nc2ccccc2)Oc2ccc(NC(=O)NC3CCCCC3)cc2C1=O | i
COc1ccc(S(=O)(=O)Nc2ccc3c(c2)C(=O)N([C@@H](C)CO)C[C@H](C)[C@@H](CN(C)C(=O)Nc2ccc(C(F)(F)F)cc2)O3)cc1 | i
C[C@@H]1CN([C@H](C)CO)C(=O)c2cccc(NS(=O)(=O)c3ccc(Cl)cc3)c2O[C@H]1CN(C)C(=O)Nc1ccc(C(F)(F)F)cc1 | i
C[C@H]1CN([C@@H](C)CO)C(=O)Cc2cc(NC(=O)NC3CCCCC3)ccc2O[C@@H]1CN(C)Cc1ccc2c(c1)OCO2 | i
COC(=O)[C@H](Cc1ccccc1)N1CC(C)(OC)O[C@@H](Cc2ccccc2)[C@H]1/C=C/C1CC1 (stereo not given in full) | i
COc1ccc(NC(=O)Nc2ccc3c(c2)C(=O)N([C@@H](C)CO)C[C@H](C)[C@H](CN(C)S(=O)(=O)c2cn(C)cn2)O3)cc1 | i
Cc1ccc(S(=O)(=O)N(C)C[C@H]2OCCCC[C@H](C)Oc3ccc(NS(=O)(=O)c4c(C)noc4C)cc3C(=O)N([C@@H](C)CO)C[C@@H]2C)cc1 | i
OCC1OC(Oc2cc(O)cc(/C=C/c3ccccc3)c2)C(O)C(O)C1O (stereo not given) | i
Cc1ccc(S(=O)(=O)N(C)C[C@@H]2Oc3ccc(NS(=O)(=O)c4cccs4)cc3C(=O)N([C@@H](C)CO)C[C@@H]2C)cc1 | i
COc1ccc(OC)c(S(=O)(=O)ON2C(=O)c3ccccc3C2=O)c1 | i
C[C@H]1CN([C@@H](C)CO)C(=O)c2cc(NC(=O)NC3CCCCC3)ccc2O[C@H]1CN(C)Cc1ccncc1 | i
C[C@H](CO)N1C[C@H](C)[C@H](CN(C)C(=O)Nc2ccc3c(c2)OCO3)Oc2c(NC(=O)NC3CCCCC3)cccc2C1=O | i
C[C@H]1CN([C@@H](C)CO)C(=O)c2cc(NS(=O)(=O)c3cccs3)ccc2O[C@H]1CN(C)C(=O)NC1CCCCC1 | i
COc1ccc(S(=O)(=O)N(C)C[C@@H]2Oc3c(NC(=O)Nc4c(C)noc4C)cccc3C(=O)N([C@H](C)CO)C[C@@H]2C)cc1 | i
C[C@H]1CCCCO[C@H](CN(C)S(=O)(=O)c2cn(C)cn2)[C@@H](C)CN([C@@H](C)CO)C(=O)c2cc(NS(=O)(=O)c3cn(C)cn3)ccc2O1 | i
C[C@H](CO)N1C[C@H](C)[C@@H](CN(C)S(=O)(=O)c2cn(C)cn2)Oc2ccc(NC(=O)Cc3cn(C)c4ccccc34)cc2CC1=O | i
Cc1noc(C)c1NC(=O)N(C)C[C@@H]1Oc2c(cccc2N(C)C)C(=O)N([C@H](C)CO)C[C@@H]1C | i
C=CCOC(=O)[C@H]1[C@@H]2C(=O)O[C@@H](c3ccccc3)[C@@H](c3ccccc3)N2[C@@H](c2ccc(OCCOC(=O)[C@H]3C[C@H]4C(=O)N5CCC[C@H]5C(=O)N4[C@H]3c3ccc(O)cc3)cc2)[C@]12C(=O)Nc1ccccc12 | +

Additional compounds follow.
SMILES | NFkB binder
O=C(Nc1ccccc1C(=O)O)c1ncn[nH]1 | i
CCOc1c(OC)cc(Cl)cc1C1NC(=O)NC(C)=C1C(=O)Nc1ccccc1C(=O)OC (stereo not given) | i
COc1ccc(S(=O)(=O)N(C)C[C@H]2Oc3c(NC(=O)NC4CCCCC4)cccc3C(=O)N([C@H](C)CO)C[C@H]2C)cc1 | i
C[C@@H]1CN([C@@H](C)CO)C(=O)Cc2cc(NS(C)(=O)=O)ccc2O[C@@H]1CN(C)Cc1ccc2c(c1)OCO2 | i
C[C@@H]1O[C@@H](O[C@H]2[C@H](O[C@H]3CC[C@@]4(C)C(CC[C@]5(C)C4CC=C4C6CC(C)(C)CC[C@]6(C(=O)O)CC[C@]45C)[C@]3(C)CO)OC[C@H](O)[C@@H]2O)[C@H](O)[C@H](O)[C@H]1O (stereo not given in full) | +
Cc1cc(S(=O)(=O)NCC(=O)O)ccc1F | i
Cc1noc(C)c1NC(=O)Nc1cccc2c1O[C@H](CN(C)S(=O)(=O)c1ccc(Cl)cc1)[C@@H](C)CN([C@H](C)CO)C2=O | i
Nc1cc2c3ccccc3ccc2c2ccccc12 | i
C[C@@H]1CN([C@@H](C)CO)C(=O)CCCn2cc(nn2)CO[C@H]1CN(C)Cc1cccc2c1OCCCO2 | i
COc1ccc(CN(C)C[C@H]2Oc3ccc(NC(=O)C4CC4)cc3C(=O)N([C@H](C)CO)C[C@H]2C)cc1 | i
Cc1noc(C)c1NC(=O)Nc1cccc2c1O[C@@H](CN(C)S(=O)(=O)c1cccs1)[C@@H](C)CN([C@@H](C)CO)C2=O | i
COc1cccc(-c2cc(=O)c3cc(OC)ccc3o2)c1 | i
O=C(CSc1n[nH]c(-c2ccco2)n1)Nc1ccc(F)cc1 | i
CNC[C@@H]1OCCCC[C@H](C)Oc2ccc(NS(=O)(=O)c3cn(C)cn3)cc2C(=O)N([C@H](C)CO)C[C@@H]1C | i
CC(Sc1cccc2cccc(C(=O)O)c12)C(=O)O (stereo not given) | i
COc1cc2c(cc1O)C1(O)Cc3ccc4c(c3C1N(C)CC2)OCO4 (stereo not given) | i
C[C@@H]1CN([C@@H](C)CO)C(=O)Cc2cc(NC(=O)NC3CCCCC3)ccc2O[C@@H]1CN(C)C(=O)Nc1cccc2ccccc12 | i
CC1OC(=O)CC2C(C(=O)O)=CC3(O)CC(C)(C)CC123 (stereo not given) | i
C/C=C1/C(=O)O[C@]2(C)C[C@@H]3OC(=O)C(COC)[C@]34O[C@@]12CC[C@@](C)(O)CC4=O (stereo not given in full) | i
C[C@@H]1CCCCO[C@H](CN(C)C(=O)Nc2ccccc2)[C@@H](C)CN([C@H](C)CO)C(=O)c2cc(NC(=O)C3CCCCC3)ccc2O1 | i
COC(=O)c1cc(-c2ccccc2)sc1NC(=O)c1cnccn1 | i
Cc1cccnc1NC(=O)COc1ccc(Cl)cc1Cl | i
COc1cc([N+](=O)[O-])ccc1NC(=S)Nc1nn(Cc2ccc(Cl)cc2Cl)cc1Cl | i
CC1=CC(C)(C)N2C(=O)C(=O)c3cc(OC(=O)CN4C(=O)c5cccc6cccc(c56)C4=O)cc1c32 | i
CC(C)NC(=O)Nc1ccc2c(c1)C(=O)N([C@@H](C)CO)C[C@@H](C)[C@@H](CN(C)C(=O)c1ccccc1)OCCCC[C@H](C)O2 | i

Rewritten comma-delimited: entries from further up.
mol,NFkB binder
CNC[C@@H]1OCCCC[C@H](C)Oc2ccc(NS(=O)(=O)c3cn(C)cn3)cc2C(=O)N([C@H](C)CO)C[C@@H]1C,i
Cc1cccnc1NC(=O)COc1ccc(Cl)cc1Cl,i

Carrying on.
SMILES | NFkB binder
C[C@@H]1CN([C@@H](C)CO)C(=O)CCCn2cc(nn2)CO[C@@H]1CN(C)C(=O)Nc1ccc(-c2cccs2)cc1 | i
Cc1ccc(S(=O)(=O)Nc2ccc3c(c2)C(=O)N([C@H](C)CO)C[C@H](C)[C@@H](CN(C)C(=O)Nc2ccc(F)cc2)OCCCC[C@H](C)O3)cc1 | i
CC(C)NC(=O)Nc1ccc2c(c1)CC(=O)N([C@@H](C)CO)C[C@H](C)[C@H](CN(C)S(=O)(=O)c1cn(C)cn1)O2 | i
NC(=O)CCCCn1ccc(NC(N)=NCC(F)(F)F)n1 | i
O=C(CC1Sc2ccc(Cl)cc2NC1=O)Nc1ccc([N+](=O)[O-])cc1 (stereo not given) | i
C[C@@H]1CN([C@H](C)CO)C(=O)Cc2cc(NS(=O)(=O)c3cccs3)ccc2O[C@H]1CN(C)C(=O)Nc1ccc2c(c1)OCO2 | i
COc1cc(NS(=O)(=O)c2ccccc2[N+](=O)[O-])c(OC)cc1Cl | i

Among those listed so far, nine have a CF3 group.
SMILES | NFkB binder
CC(C)NC(=O)N(C)C[C@@H]1OCCCC[C@@H](C)Oc2ccc(NC(=O)Nc3ccc(C(F)(F)F)cc3)cc2C(=O)N([C@@H](C)CO)C[C@H]1C | i
CC(Oc1ccc(C(=O)NC2CCCCC2)cc1)C(=O)Nc1ccccc1C(F)(F)F (stereo not given) | i
C[C@@H]1CN([C@@H](C)CO)C(=O)c2cc(NC(=O)C3CC3)ccc2O[C@H]1CN(C)Cc1ccc(C(F)(F)F)cc1 | i
C[C@@H]1CN([C@H](C)CO)C(=O)CCCn2cc(nn2)CO[C@@H]1CN(C)C(=O)CCC(F)(F)F | i
Cc1noc(C)c1S(=O)(=O)N(C)C[C@H]1OCCCC[C@H](C)Oc2ccc(NC(=O)CCC(F)(F)F)cc2C(=O)N([C@@H](C)CO)C[C@@H]1C | i
CC(C)NC(=O)Nc1cccc2c1O[C@H](CN(C)Cc1ccc(C(F)(F)F)cc1)[C@H](C)CN([C@@H](C)CO)C2=O | i
COc1ccc(S(=O)(=O)Nc2ccc3c(c2)C(=O)N([C@@H](C)CO)C[C@H](C)[C@@H](CN(C)C(=O)Nc2ccc(C(F)(F)F)cc2)O3)cc1 | i
C[C@@H]1CN([C@H](C)CO)C(=O)c2cccc(NS(=O)(=O)c3ccc(Cl)cc3)c2O[C@H]1CN(C)C(=O)Nc1ccc(C(F)(F)F)cc1 | i
NC(=O)CCCCn1ccc(NC(N)=NCC(F)(F)F)n1 | i
